Screening results: PubChem, several laboratories
NOD1 inhibition: NOD1 signaling inhibitors, primary screen, cell-based, luminescence, uHTS (AID 1578). inhibition, % at 4 µM; hits with a dose series show EC50 in µM. NOD1-driven NF-kB luciferase reporter cells, luminescence; higher % means a stronger effect. actives 1% (n = 290,000); in the data active = inhibition mostly above about 36%, no sharp cut-off; inactive = mostly below about 34%;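 also: HEK-293T reporter cells stimulated with the NOD1 agonist gamma-tri-DAP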
AID2073: disruptors of CaV2.2 binding to Mint1 – biochemical, HTRF (AID 2073); HTRF protein-protein interaction, Mint1-CaV2.2; higher % means a stronger effect; inhibition, % at 20 µM, or IC50 in µM where a hit was titrated; actives 0.19% (n = 290,000); in the data active = inhibition mostly above about 51%, no sharp cut-off; inconclusive = no clear call, values can overlap the other calls; inactive = mostly below about 53%; also: some results filed as inactive read as strong as hits
GPR55 activation: GPR55 agonists via beta-arrestin recruitment, primary screen, imaging, U2OS cells, beta-arrestin-GFP redistribution (AID 1961) | U2OS GPR55 beta-arrestin-GFP redistribution imaging; higher % means a stronger effect | one-dose activation, % at 10 µM; EC50 in µM for titrated hits | actives 0.048% (n = 290,000);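 active = activation above 40% with more than 50 cells counted in the well; inconclusive = wells holding fewer than 50 cells, flagged as toxic or sparse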;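 also: U2OS osteosarcoma cells stably expressing GPR55 and beta-arrestin-GFP; plate controls were DMSO negative control for no effect and LPI positive control for full effect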
KOR beta-arrestin-1: KOR agonists, beta-arrestin recruitment, primary screen, cell-based, luminescence, uHTS (AID 1777) | activation, % at 10 µM; hits with a dose series show EC50 in µM | KOR beta-arrestin recruitment, luminescence; higher % means a stronger effect | actives 0.02% (n = 280,000); in the data active = activation above about 50%, passing the limit was not always enough; also: a part of the inactive calls stands beside numbers as strong as those of hits
KOR beta-arrestin-2: KOR antagonists, beta-arrestin recruitment, cell-based, luminescence, uHTS (AID 1778). actives 0.091% (n = 290,000). KOR beta-arrestin recruitment, luminescence, antagonist mode; higher % means a stronger effect. one-dose inhibition, % at 10 µM; IC50 in µM for titrated hits; also: strong numbers were not always called active
Dynein transport: dynein cargo transport inhibition; 3617.4 mouse cells, GR-EGFP nuclear translocation imaging; test concentration mostly 20 µM; stimulated with dexamethasone, 1 µM; hits give low values; z-score, hits read low; actives 0.47% (n = 220,000); AID 1381;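 active = plate z-score of nuclear minus cytoplasmic receptor signal below a set negative limit, without overly bright fluorescence or cell loss, cut at about -3.5 in these data, passing the limit was not always enough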;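 also: z-score of nuclear minus cytoplasmic ring GR-EGFP intensity difference per well; some compounds called inactive have numbers as strong as hits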
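medium = tetracycline-free induction medium containing charcoal-stripped FBS | also added = 1.0 µM final dexamethasone stimulus | schedule = 48 h induction, 1 h compound, 30 min dex at 37 °C | technique = fixed, Hoechst-stained cells imaged at 10x for EGFP | measure = GR-EGFP nuclear translocation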
NOD2 inhibition: NOD2 signaling inhibitors, cell-based, luminescence, uHTS, HEK293 (AID 1566). inhibition, % at 4 µM, or EC50 in µM where a hit was titrated. HEK293 NOD2/NF-kB luciferase reporter, luminescence; higher % means a stronger effect. actives 0.63% (n = 290,000); also: many of its hits are not listed in these tables
P. falciparum M17LAP: P. falciparum M17LAP inhibitors, primary screen, biochemical, fluorogenic H-Leu-NHMec substrate, 1536-well (AID 1619). recombinant M17LAP, H-Leu-NHMec fluorogenic kinetic assay; higher % means a stronger effect. one-dose inhibition, % at 30 µM; IC50 in µM for titrated hits. actives 0.38% (n = 220,000);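 active = compound inhibiting the enzyme by more than half at any dose during confirmatory dose-response retesting; inconclusive = strong single-dose inhibitors picked by rank but not retested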;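 also: plate controls were full reaction with DMSO carrier for no effect and no enzyme background for full effect; strong numbers were not always called active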
M1AAP inhibition: P. falciparum M1AAP inhibitors, biochemical, fluorogenic H-Leu-NHMec substrate, 1536-well (AID 1445) | recombinant M1AAP, H-Leu-NHMec fluorogenic kinetic assay; higher % means a stronger effect | inhibition, % at 30 µM; hits with a dose series show IC50 in µM | actives 0.42% (n = 220,000);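 active = primary inhibition above the hit cutoff, then over 50% inhibition at one or more dose response concentrations, cut at about 23% in these data, passing the limit was not always enough; inconclusive = conflicting primary data, or primary hits not chosen for dose response; inactive = low primary inhibition, or under 50% at every dose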;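 also: plate controls were DMSO full reaction for no effect and no enzyme background for full effect; strong numbers were not always called active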
Dynein transport cytoplasmic EGFP: further read-out of Dynein transport, marked with its call; z-score; measured here: cytoplasmic GR-EGFP intensity; hits give high values
Dynein transport nuclear GR-EGFP: also measured in Dynein transport; calls as there; z-score; measured here: nuclear GR-EGFP intensity;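 lower value marks the stronger effect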
Dynein transport cell count: second read-out of Dynein transport, no call of its own (marks repeat the call); z-score; measured here: cell count per field
Active calls of the source: *; ? = inconclusive; / = no result given; [ ] = remark or other dose. Rule as the data show it, unless noted: active = inhibition above about 50%; inactive = the rest. Some of the compounds tested; rates above refer to the full screens.

SMILES | NOD1 inhibition | AID2073 | GPR55 activation | KOR beta-arrestin-1 | KOR beta-arrestin-2 | Dynein transport | Dynein transport cytoplasmic EGFP | Dynein transport nuclear GR-EGFP | Dynein transport cell count | NOD2 inhibition | P. falciparum M17LAP | M1AAP inhibition
Cc1cc(C)c(C(=O)CSc2nnc(-c3ccccc3Br)o2)cc1C | -36% | 20% | -0.1% | 2.5% | -20% | 1.4 | -0.038 | 0.91 | -0.99 | 10% | -9% | -3%
COc1cccc(N(CC(=O)NC2CCCCC2)C(=O)CCC(=O)Nc2nc(C)cs2)c1 | -35% | -2% | -0.2% | -6.0% | 5% | / | / | / | / | 1% | / | /
CCSc1nc2ccccc2n1C(=O)Oc1ccccc1 | -24% | 2% | 0.1% | 0.7% | 1% | -0.73 | -0.25 | -0.32 | 0.7 | 6% | 10% | 1%
OCC1CCCC(n2cnc3c(=S)nc[nH]c32)O1 (stereo not drawn) | -11% | 14% | -0.1% | 2.7% | -12% | 0.15 | -0.17 | 0.0034 | 0.35 | -38% | 11% | 7%
CC(Oc1ccc(Cl)cc1Cl)C(=O)OCn1nnc2ccccc2c1=O (stereo not drawn) | -9% | -2% | -0.1% | -4.8% | 10% | 0.73 | -0.42 | -0.014 | 0.18 | 3% | -4% | 5%
CC(CN1CCOCC1)(NS(=O)(=O)c1ccccc1)c1ccccc1 (stereo not drawn) | -21% | -7% | 0.3% | 1.4% | 15% | -0.7 | -0.054 | -0.95 | -0.2 | 9% | -4% | -10%
Cc1ccccc1-c1ncc(CN2CCN(C3CCCC3)C(CCO)C2)cn1 (stereo not drawn) | -13% | 2% | 0.2% | -1.3% | 12% | -1 | -0.27 | -0.66 | 0.8 | 2% | -2% | 9%
C/C(=N\Nc1ccc([N+](=O)[O-])cc1)c1ccc(-n2nncc2C(C)(C)C)cc1 | -22% | 16% | 0.2% | 1.4% | 8% | -0.54 | -0.21 | -0.22 | -0.012 | -15% | 12% | 13%
O=C(NCCN1CCOCC1)c1cc2ccccc2[nH]1 | -34% | 10% | -0.1% | -2.7% | 38% | 0.014 | -0.2 | 0.46 | 1.2 | 15% | -5% | -2%
COc1cc(/C=N/N(CCO)C2=NS(=O)(=O)c3ccccc32)cc(OC)c1OC | 3% | 14% | 0.9% | -18% | 6% | / | / | / | / | 27% | / | /
COC(=O)C(Cc1ccc(O)cc1)NC(=O)CCc1ccco1 (stereo not drawn) | -25% | 7% | -0.1% | 0.7% | 22% | / | / | / | / | 12% | / | /
COc1cccc(C(=O)CSc2nnnn2C2CCCCC2)c1 | 11% | -13% | 0.0% | 0.9% | -26% | -0.73 | -0.23 | -0.1 | 0.52 | -7% | -3% | 6%
CNC(=S)N(Cc1cc2ccc(OC)cc2[nH]c1=O)CC1CCCO1 (stereo not drawn) | 6% | -16% | 0.1% | / | -31%[20 µM] | -0.3 | -0.19 | -0.18 | 0.081 | -13% | 82% | 14%
CC12C=CC3(O1)C(C(=O)N(c1cccnc1)C3C(=O)NC1CCCCC1)C2C(=O)Nc1ccccc1 (stereo not drawn) | -2% | 0% | -0.1% | -1.7% | -6% | 1.3 | 0.49 | 1.2 | -1.7 | 11% | -5% | 9%
Cc1ccc(-n2ncc3c(=O)n(CC(=O)N(C)C)cnc32)cc1C | -39% | 2% | -0.2% | 1.1% | -14% | / | / | / | / | 1% | / | /
CCC(=O)NCCC(c1ccco1)c1ccccc1OC (stereo not drawn) | 10% | 6% | -0.3% | 1.9% | -22% | -1.1 | 0.033 | -0.39 | 0.97 | 11% | 8% | 12%
Cc1nn(Cc2ccccc2Cl)c(C)c1NC(=O)c1cc(-c2ccc(F)cc2)on1 | -17% | 6% | -0.1% | 25% | 32% | -0.41 | -0.044 | 0.39 | 0.066 | 9% | -1% | 8%
CCN(CC)Cc1c(O)ccc2c(=O)c(-c3ccccc3Cl)coc12 | -31% | 45% | 0.1% | -6.7% | -26%[20 µM] | / | / | / | / | -5% | / | /
O=C(NCc1nnc(SCC(=O)N2CCOCC2)o1)c1ccccc1F | -11% | -4% | -0.4% | -1.1% | -25% | 0.58 | -0.24 | 0.22 | 0.63 | 4% | 3% | -3%
COc1ccc(OCC(=O)N2CCN(c3nnc(-c4ccc(C)cc4)c4ccccc34)CC2)cc1 | 5% | 7% | 1.9% | 1.3% | 1% | -0.08 | -0.17 | -0.057 | 0.33 | 23% | 0% | 4%
Cc1ccc(S(=O)(=O)NCC(=O)N(CC(=O)NCc2ccco2)C2CCCC2)cc1 | -26% | 9% | -0.3% | -5.8% | 13% | / | / | / | / | 2% | / | /
CC1(C)CC(N2CCN(c3ccccc3)CC2)=CC(=[N+]2CCCC2)C1 | 55% | -2% | -0.2% | 3.6% | 12% | 2.2 | 0.28 | 2.4 | -1.7 | 43% | 51% | 18%
c1ccc(Cn2c(SCc3cn4cccnc4n3)nnc2-c2ccco2)cc1 | 4% | -1% | 0.0% | 2.7% | -28% | -0.56 | -0.35 | -0.34 | -0.45 | 7% | 2% | 7%
O=C(Cc1ccc(-n2cnnn2)cc1)NC12CC3CC(CC(C3)C1)C2 | -40% | -3% | 0.2% | -3.3% | 4% | -0.25 | -0.21 | 0.05 | 0.31 | -15% | 2% | 2%
O=C1Nc2ccccc2N(O)N1c1ccc(Cl)cc1 | -28% | 2% | -0.1% | -8.3% | 6%[20 µM] | 0.82 | -0.08 | 0.46 | -1.4 | 17% | 0% | 5%

In another format: 2 of the compounds above.
| Compound | NOD1 inhibition | AID2073 | GPR55 activation | KOR beta-arrestin-1 | KOR beta-arrestin-2 | Dynein transport | Dynein transport cytoplasmic EGFP | Dynein transport nuclear GR-EGFP | Dynein transport cell count | NOD2 inhibition | P. falciparum M17LAP | M1AAP inhibition |
| --- | --- | --- | --- | --- | --- | --- | --- | --- | --- | --- | --- | --- |
| Cc1ccc(S(=O)(=O)NCC(=O)N(CC(=O)NCc2ccco2)C2CCCC2)cc1 | -26% | 9% | -0.3% | -5.8% | 13% | / | / | / | / | 2% | / | / |
| CC1(C)CC(N2CCN(c3ccccc3)CC2)=CC(=[N+]2CCCC2)C1 | 55% | -2% | -0.2% | 3.6% | 12% | 2.2 | 0.28 | 2.4 | -1.7 | 43% | 51% | 18% |

(cont.)
SMILES | NOD1 inhibition | AID2073 | GPR55 activation | KOR beta-arrestin-1 | KOR beta-arrestin-2 | Dynein transport | Dynein transport cytoplasmic EGFP | Dynein transport nuclear GR-EGFP | Dynein transport cell count | NOD2 inhibition | P. falciparum M17LAP | M1AAP inhibition
O=S(=O)(c1ccc(OCC(O)CN2CCN(c3ccccc3O)CC2)cc1)N1CCOCC1 (stereo not drawn) | -9% | -7% | 0.0% | 6.6% | 18% | -0.21 | -0.35 | 0.092 | 0.055 | 2% | 0% | 12%
O=C(COC(=O)c1cc(=O)[nH]c2ccccc12)Nc1nccs1 | -4% | 14% | -0.3% | 1.8% | 11% | -0.071 | -0.28 | -0.44 | 0.46 | 12% | -2% | 0%
CC1(C)Cc2c(C#N)c(SCc3nc4ccccc4[nH]3)nc(N3CCOCC3)c2CO1 | -66% | -10% | 0.5% | -4.2% | 5% | -0.43 | -0.37 | -0.84 | 0.52 | -26% | -12% | 8%
C/C(=N\NC(=O)CNC(=O)C(c1ccccc1)c1ccccc1)c1ccccc1 | -6% | 9% | 0.7% | -3.7% | 6% | -0.77 | -0.16 | -0.45 | 0.3 | 9% | 0% | 11%
O=S(=O)(Nc1cccc(F)c1)c1cccc2nsnc12 | -6% | 11% | -0.2% | -1.3% | 25% | / | / | / | / | 14% | / | /
COc1ccc(N=c2cc(-c3ccc(OC)cc3)oc3ccccc23)cc1 | -1% | -2% | -0.5% | 5.4% | 33% | 0.46 | -0.2 | 0.43 | -0.01 | 0% | 3% | 1%
Cc1cc(C2=NNC(=NCc3ccccc3)SC2)c(C)n1-c1c(C)n(C)n(-c2ccccc2)c1=O | -6% | 3% | 0.3% | -4.4% | 34% | 3.3 | 0.03 | 1.8 | -1.3 | -3% | 10% | 7%
CNc1nc(-c2ccccc2)cc(-c2ccccc2)n1 | -10% | 17% | -0.1% | 0.6% | -21% | / | / | / | / | 10% | / | /
O=C(NN=C1CCCC1)c1n[nH]c2c1CCC2 | 21% | -5% | -0.1% | / | -17%[20 µM] | -0.1 | -0.22 | 0.059 | -0.042 | -55% | 6% | -4%
CCC(NC(=O)c1[nH]c(C)c(C(C)=O)c1C)c1ccc(Br)cc1 (stereo not drawn) | 18% | 15% | -0.1% | 4.4% | -33% | / | / | / | / | -6% | / | /
C=CCN=C1CC(C)(C)CC(=O)/C1=C(\O)c1ccccc1 | 7% | 4% | -2.3% | 3.4% | -1% | -1.1 | -0.2 | -0.55 | 0.77 | 7% | 6% | 6%
Cc1ccc(OC(=O)c2ccc3snnc3c2)cc1 | -26% | -8% | -0.3% | -2.0% | 15% | -0.44 | -0.11 | -0.083 | 0.34 | -14% | -5% | 3%
CCOC(=O)N1CCN(C(=O)c2cc(S(=O)(=O)N3CCCC3)cn2C)CC1 | 10% | 40% | -0.2% | -1.9% | -8% | 0.75 | -0.22 | 0.54 | -0.31 | 24% | 0% | 0%
C=CCc1cccc(C=Nc2c[nH]c(=O)[nH]c2=O)c1O | -13% | 7% | -0.1% | -9.5% | 15%[20 µM] | / | / | / | / | 7% | / | /
Cc1cccc(N(C(=O)CNC(=O)c2ccco2)C(C(=O)NC2CCCC2)c2ccncc2)c1C (stereo not drawn) | -28% | 6% | ? | -5.3% | 5% | / | / | / | / | 16% | / | /
CCOC(=O)Nc1ccc2c(c1)N(C(=O)CN(CC)CC)c1ccccc1C=C2 | -8% | 3% | 0.0% | -5.8% | -3% | -0.56 | -0.22 | -0.027 | 0.084 | 0% | 6% | 4%
COc1ccc(C(C)=O)cc1Cn1cnc2c(cnn2C)c1=O | -10% | -4% | 0.3% | 3.7% | -3% | -0.1 | -0.28 | -0.31 | 0.43 | 11% | -1% | -1%
C=CCOc1ccccc1CN1CCC(Oc2cc(C(=O)NC3CC3)ccc2OC)CC1 | -27% | -11% | -0.1% | -1.0% | 19% | / | / | / | / | 12% | / | /
CCOC(=O)C1=C(C)OC(N)=C(C#N)C1c1cc2ccccc2nc1N1CCCCC1 (stereo not drawn) | 10% | 34% | 0.1% | -1.7% | 8% | 3.2 | 0.52 | 2.8 | -3.6 | 22% | 3% | 0%
